MBNL1 CUG block = blocks human MBNL1 binding to CUG repeat RNA | Q9NR56 | TR-FRET MBNL1-His/biotin-(CUG)12 binding, 665/545 ratio | Potency, µM (doses to about 57.5 µM), without a hit: at the top dose activity change, negative = inhibition, most hits filed as inhibitors | 280,000 tested, 0.036% active | AID 2675; active = well fitted inhibition curve with a large enough effect in the signal ratio, with a control signal flat, not every such curve was filed as active; inconclusive = small, poorly fitted or top-dose-only effect, or effect the other way, or a change in a side signal; inactive = no such curve, though single readings can be large or run the other way; the % refers to the signal ratio; also: % is scaled to controls: 0 for no effect and ±100 for the full control effect
Target sequence (Q9NR56 whole entry, looked up): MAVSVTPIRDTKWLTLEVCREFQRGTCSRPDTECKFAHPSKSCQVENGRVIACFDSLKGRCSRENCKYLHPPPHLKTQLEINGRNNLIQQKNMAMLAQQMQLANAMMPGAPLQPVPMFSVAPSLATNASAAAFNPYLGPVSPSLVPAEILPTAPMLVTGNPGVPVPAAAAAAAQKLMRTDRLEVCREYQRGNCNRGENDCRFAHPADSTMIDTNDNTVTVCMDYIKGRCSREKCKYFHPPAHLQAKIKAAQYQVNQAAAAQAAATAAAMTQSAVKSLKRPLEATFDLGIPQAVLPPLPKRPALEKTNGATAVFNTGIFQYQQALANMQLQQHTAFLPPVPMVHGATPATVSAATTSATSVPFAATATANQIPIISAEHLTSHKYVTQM
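TR-FRET readout: Ex 340 nm, 665/545 nm emission ratio, normalized to buffer-only (basal) and MBNL1-(CUG)12 controls. Complex of MBNL1-His with Biotin-(CUG)12, compounds 92 nM–58 uM, incubated 60 min at room temperature.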
uPA surface inh = blocks generation of uPA at the cell surface. cell surface uPA generation assay, qHTS. Potency, µM (highest dose often 38.3 µM), inactives show at the highest dose activity change, negative = inhibition, actives largely listed as inhibitors. 330,000 tested, 0.31% active. AID 540303; active = well fitted inhibition curve with a large enough effect; inconclusive = small, poorly fitted or top-dose-only effect; inactive = no such curve, though single readings can be large or run the other way; tested in mouse RAW 264.7 cells; also: % is scaled to controls: 0 for no effect and ±100 for the full control effect; nearly all actives have a fitted effect of over 55% in size
ELG1 genotox = genotoxicity induction in ELG1-luciferase HEK293T cells; Potency, µM (doses to about 46 µM), without a hit: at the highest dose activity change, positive = activation, actives largely listed as activators; HEK293T ELG1-luciferase reporter, luminescence, 16 h; 330,000 tested, 1.3% active; also: % of control where 0% means no effect; nearly all actives have a fitted effect of over 60% in size
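Step 1: seed 2,000 HEK293T ELG1-luciferase cells per well. Step 2: add compound or DMSO, incubate 16 hr at 37 °C. Step 3: ONE-Glo, 30 min at room temperature, read luminescence.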
Rab9 promoter act = activates the Rab9 promoter; AID 485297; Potency, µM (top dose mostly 9.22 µM), without a hit: at the top dose activation, negative = inhibition, actives largely listed as activators; 320,000 tested, 2.8% active; Huh7 Rab9 promoter-luciferase reporter, luminescence, 24 h; also: % of control where 0% means no effect; nearly all actives have a fitted effect of over 60% in size
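Using Huh7 cells stably transfected with Rab9 promoter–luciferase, compounds were incubated 24 h at 37 °C, 5% CO2; luciferase luminescence was read 10 min after reagent addition.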
NPC1 promoter act = activators of NPC1 promoter. Huh7 NPC1 promoter luciferase reporter, 24 h. Potency, µM (doses to about 9.22 µM), inactives show at the top dose activation, most hits filed as activators. 320,000 tested, 2.4% active;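 also: % of control where 0% means no effect; nearly all actives have a fitted effect of over 60% in size; reporter is driven by a mutant NPC1 promoter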
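Luciferase expression driven by the NPC1 promoter was measured in stably transfected Huh7 cells after a 24 h compound incubation, using a luciferase reagent and a luminescence read.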
Gal4-VP16 FLuc = counter-screen for ROR gamma inhibitors: Gal4-VP16 reporter | Drosophila S2 Gal4-VP16 UAS-luciferase, luminescence, 20 h | Potency, µM (series often up to 53.6 µM), inactives show top-dose activity, negative = inhibition, actives largely listed as inhibitors | 310,000 tested, 3.5% active | AID 2546;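 also: Gal4-VP16 expression switched on by copper sulfate through the metallothionein promoter; % is scaled to controls: 0 for no effect and ±100 for the full control effect; nearly all actives have a fitted effect of over 50% in size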
BRCA1 expr up = increases BRCA1 expression; 380,000 tested, 1.1% active; MCF7-BRCA1-FFLuc reporter, luminescence, 48 h; response scale: scaled: vehicle 0%, 10 µM genistein 100%; Potency, µM (series often up to 46.1 µM), without a hit: at the top dose activation, most hits filed as activators; AID 624202; also: nearly all actives have a fitted effect of over 80% in size; some results filed as inactive show a strong effect at the top dose
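Luminescence from a BRCA1-driven firefly luciferase in MCF7 cells was the read-out, taken 15 min after substrate addition following 48 h compound exposure at 37 °C. Data were normalized to a 10 microM genistein control and DMSO vehicle.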
RORgamma inh = inhibitors of mouse ROR gamma transcriptional activity; Potency, µM (top dose mostly 53.6 µM), inactives show top-dose activity change, negative = inhibition, most hits filed as inhibitors; 310,000 tested, 5.4% active; AID 2551; Drosophila S2 Gal4-RORgamma UAS-luciferase reporter, 20 h; P51450; also: % is scaled to controls: 0 for no effect and ±100 for the full control effect; nearly all actives have a fitted effect of over 60% in size
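Stably transfected Drosophila Schneider cells are the test system, with ROR gamma fused to Gal4 and luciferase under UAS control; luminescence is read after 20 hr of 700 uM copper sulfate induction at ambient temperature.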
FLuc counter = counter-screen for miR-21 project: firefly luciferase inhibitors or activators | Potency, µM (doses to about 57.5 µM), inactives show at the highest dose activity change, negative = inhibition, actives largely listed as inhibitors | purified FLuc, Km substrates, luminescence inhibition | AID 588342 | P08659 | 360,000 tested, 6.9% active;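 also: plate controls were vehicle for no effect and reference inhibitor for full effect; nearly all actives have a fitted effect of over 55% in size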
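Biochemical qHTS of compounds, final roughly 60 µM downward over six points, against 10 nM purified firefly luciferase using Km concentrations of substrates (10 uM D-luciferin, 10 uM ATP) in Tris acetate pH 7.5 buffer; luminescence output.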
p53 reactivator = re-activators of mutant p53; H1299 p53-A138V BP100-luciferase reporter, luminescence, 24 h; 320,000 tested, 0.063% active; AID 504706; Potency, µM (titrated, usually from 92.2 µM), without a hit: top-dose activity change, positive = activation, actives largely listed as activators; also: % of control where 0% means no effect; nearly all actives have a fitted effect of over 45% in size
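H1299 (p53-null), stable ts p53-A138V + BP100-Luc; 1000 cells/well, Opti-MEM/10% FBS; cpd 4 pt, 1:5; 24 h, 37 deg C, 5% CO2; detection reagent 10 min RT; luminescence.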
The depositor's hits bear a star; ? = inconclusive; / = no result given; [ ] = dose if it differs, or a comment. Unless noted, calls follow the shape of the dose curve; as a rule, active = well fitted curve in the direction sought with a large enough effect; inconclusive = small, poorly fitted or top-dose-only effect, or another doubt; inactive = no such curve, though single readings can be large; an effect the other way counts as inactive or inconclusive. Potency is read from the fitted curve at half-maximal effect.

SMILES	MBNL1 CUG block	uPA surface inh	ELG1 genotox	Rab9 promoter act	NPC1 promoter act	Gal4-VP16 FLuc	BRCA1 expr up	RORgamma inh	FLuc counter	p53 reactivator
CN(CC(=O)O)S(=O)(=O)c1ccc2c(c1)NC(=O)CC(=O)N2	-12%	10%	3%	-7%	-4%	-3%	8%	2%	-1%	1%
COc1ccc(C(=O)CSc2nnc(-c3ccccc3)o2)cc1	0%	4%	5%	4%	0%	-3%	13%	-19%	-10%	-2%
COc1cc(OC)cc(C(=O)N2CCN(Cc3ccccc3Br)CC2)c1	-15%	6%	-3%	2%	-7%	-1%	10%	15%	0%	-6%
O=C(NCC(=O)N1CCN(c2ncccn2)CC1)c1ccc(F)cc1	/	5%	11%	20%	2%	/	30%	/	1%	?
CCc1nc2ccccc2c(C(=O)OC2CCOC2=O)c1C (stereo not given)	8%	-1%	-2%	4%	-2%	-1%	3%	9%	-1%	-4%
COc1ccc(CNC(=O)c2c(O)c3cc(OC)c(OC)cc3[nH]c2=O)cc1OC	3%	4%	0%	-2%	0%	-2%	-3%	4%	-1%	29%
COc1ccccc1N(CC(=O)NCc1ccc2c(c1)OCO2)C(=O)CCC(=O)Nc1nccs1	0%	-9%	-7%	1%	0%	-3%	-26%	39%	0%	0%
COc1ccc(Oc2nnc(-c3ccccc3)cc2C#N)cc1	9%	-1%	-1%	-11%	-6%	-1%	17%	-5%	1%	1%
Cc1[nH][nH]c(=O)c1C(c1ccc(F)cc1)c1c(C)[nH][nH]c1=O	2%	-8%	-5%	6%	1%	3%	0%	1%	1%	/
COC(=O)[C@]1(Cc2ccccc2)N[C@H](c2ccc(-c3ccc4c(c3)OCO4)cc2)[C@@H]2C(=O)N(C)C(=O)[C@@H]21	/	5%	1%	1%	-2%	/	8%	/	?	-7%
O=C(NC(=S)Nc1ccc2oc(-c3cccnc3)nc2c1)c1cccc(Cl)c1	-11%	6%	3%	-6%	0%	-13%	8%	20µM*	3%	0%
Cc1cc(C)cc(-n2ncc3c2CCCC3NC(=O)c2cc(C)oc2C)c1 (stereo not given)	1%	-8%	0%	1%	1%	-9%	-5%	31%	-5%	10%

For reference, six of the compounds above:
SMILES	MBNL1 CUG block	uPA surface inh	ELG1 genotox	Rab9 promoter act	NPC1 promoter act	Gal4-VP16 FLuc	BRCA1 expr up	RORgamma inh	FLuc counter	p53 reactivator
COc1ccccc1N(CC(=O)NCc1ccc2c(c1)OCO2)C(=O)CCC(=O)Nc1nccs1	0%	-9%	-7%	1%	0%	-3%	-26%	39%	0%	0%
COc1ccc(Oc2nnc(-c3ccccc3)cc2C#N)cc1	9%	-1%	-1%	-11%	-6%	-1%	17%	-5%	1%	1%
Cc1[nH][nH]c(=O)c1C(c1ccc(F)cc1)c1c(C)[nH][nH]c1=O	2%	-8%	-5%	6%	1%	3%	0%	1%	1%	/
COC(=O)[C@]1(Cc2ccccc2)N[C@H](c2ccc(-c3ccc4c(c3)OCO4)cc2)[C@@H]2C(=O)N(C)C(=O)[C@@H]21	/	5%	1%	1%	-2%	/	8%	/	?	-7%
O=C(NC(=S)Nc1ccc2oc(-c3cccnc3)nc2c1)c1cccc(Cl)c1	-11%	6%	3%	-6%	0%	-13%	8%	20µM*	3%	0%
Cc1cc(C)cc(-n2ncc3c2CCCC3NC(=O)c2cc(C)oc2C)c1 (stereo not given)	1%	-8%	0%	1%	1%	-9%	-5%	31%	-5%	10%

Arranged by the number under uPA surface inh (low to high): 3 of the compounds above
SMILES | uPA surface inh | Rab9 promoter act | NPC1 promoter act | RORgamma inh | p53 reactivator
COc1ccc(CNC(=O)c2c(O)c3cc(OC)c(OC)cc3[nH]c2=O)cc1OC | 4% | -2% | 0% | 4% | 29%
O=C(NCC(=O)N1CCN(c2ncccn2)CC1)c1ccc(F)cc1 | 5% | 20% | 2% | / | ?
CN(CC(=O)O)S(=O)(=O)c1ccc2c(c1)NC(=O)CC(=O)N2 | 10% | -7% | -4% | 2% | 1%

(next part)
SMILES	MBNL1 CUG block	uPA surface inh	ELG1 genotox	Rab9 promoter act	NPC1 promoter act	Gal4-VP16 FLuc	BRCA1 expr up	RORgamma inh	FLuc counter	p53 reactivator
Cc1cccc2sc(N(CCCN(C)C)C(=O)COc3ccc(Cl)cc3)nc12	0%	0%	1%	3%	-2%	?	-22%	?	0%	14%
Cc1nc(Nc2cccc(Cl)c2)c2oc3ccccc3c2n1	1%	-10%	-4%	0%	0%	23%	-57%	42%	?	5%
O=C(COc1ccc(Cl)cc1Cl)Nc1ccc(CN2CCCCC2)cc1	-4%	-6%	1%	0%	-3%	4%[10 µM]	0%	-5%	1%	0%
Cc1cc(N2CCN(C)CC2)nc2ccc(NC(=S)N3CCCCCC3)cc12	8%	?	2%	12%	8%	9%	0%	23%	-6%	15%
COC(=O)c1ccc(N2CCN(C)CC2)c(NC(=O)COc2ccccc2Cl)c1	-15%	-2%	-10%	4%	8%	3%	2%	-5%	-1%	-1%
Cc1ccc(OCc2nnc(SCC(=O)N3CCOCC3)n2C)cc1	3%	/	-1%	-2%	4%	0%	6%	11%	2%	1%
COc1ccc(-n2c(=S)[nH]c3ccccc3c2=S)cc1	17%	24%	-6%	-1%[1.84 µM]	-8%	0.71µM*	-3%	0.5µM*	0%	1%
CSc1ccccc1NC(=O)CN(Cc1ccc(Cl)cc1)S(C)(=O)=O	-5%	-1%	-3%	-1%	-3%	-10%	-2%	43%	0%	-4%

Compound activity from PubChem BioAssay.

Compounds as they come; overall some 13% were active at least once.
